RXFP1 agonist – qHTS Assay for Agonists of the Relaxin Receptor RXFP1. Relaxin receptor 1 (Homo sapiens), Q9HBX9. HEK293T-RXFP1 cAMP TR-FRET, 30 min; response scale: percent of porcine relaxin response, buffer zero. Potency, µM (top dose mostly 57.5 µM), inactives show at the highest dose activation, hits mostly activators. actives 0.3% (n = 370,000); note: potency is the fitted concentration of half-maximal effect; % is set by controls: 0 for no effect and ±100 for the full control effect; nearly all actives have a fitted effect of over 60% in size; many of its hits are not listed in these tables
Target sequence (Q9HBX9 whole entry, looked up): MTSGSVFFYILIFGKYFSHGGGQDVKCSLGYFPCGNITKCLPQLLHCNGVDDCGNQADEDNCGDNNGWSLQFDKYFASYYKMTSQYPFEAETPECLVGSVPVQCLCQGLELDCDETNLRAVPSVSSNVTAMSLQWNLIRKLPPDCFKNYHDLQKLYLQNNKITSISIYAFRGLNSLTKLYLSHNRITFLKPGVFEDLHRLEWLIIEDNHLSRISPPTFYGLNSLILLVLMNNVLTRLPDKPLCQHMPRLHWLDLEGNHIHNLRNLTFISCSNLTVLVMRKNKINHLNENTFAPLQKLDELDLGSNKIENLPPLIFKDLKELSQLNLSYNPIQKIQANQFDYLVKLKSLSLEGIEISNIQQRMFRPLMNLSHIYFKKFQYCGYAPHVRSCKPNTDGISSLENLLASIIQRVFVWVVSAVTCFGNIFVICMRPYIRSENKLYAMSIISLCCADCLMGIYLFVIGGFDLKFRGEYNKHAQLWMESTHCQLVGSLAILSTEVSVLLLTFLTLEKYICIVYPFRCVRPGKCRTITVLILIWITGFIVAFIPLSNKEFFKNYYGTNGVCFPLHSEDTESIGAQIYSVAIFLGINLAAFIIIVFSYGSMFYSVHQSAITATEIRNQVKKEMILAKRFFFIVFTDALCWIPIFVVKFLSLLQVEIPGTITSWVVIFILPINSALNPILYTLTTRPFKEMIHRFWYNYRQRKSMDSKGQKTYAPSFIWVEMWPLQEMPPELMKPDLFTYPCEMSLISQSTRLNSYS
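HEK293T cells stably expressing RXFP1 were pretreated with the PDE4 inhibitor Ro 20174, exposed to compounds for 30 min at 37C, lysed, and cAMP was read by TR-FRET. Data normalized to buffer (basal) and 29 nM porcine relaxin (100%).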
TRHR enhancer – qHTS for Small Molecule Agonists and Allosteric Enhancers of Human TRH Receptor: Primary Screen for Enhancers. Thyrotropin-releasing hormone receptor (Homo sapiens), P34981. TRHR cells, fluo-8 calcium fluorescence, EC20 TRH enhancement. enhancement, % at 2 µM. actives 0.66% (n = 360,000). AID 493056, 2011; in the data active = enhancement above about 30%; note: 0% is about no effect
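TRHR-expressing cells loaded with fluo-8 calcium dye were read kinetically (ex 480/em 530) during compound addition, then stimulated with an EC20 of TRH (10 nM final). Enhancement of the Gq-mediated intracellular calcium response was scored.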
TRHR agonist – qHTS for Small Molecule Agonists and Allosteric Enhancers of Human TRH Receptor: Primary Screen for Agonists | Thyrotropin-releasing hormone receptor (Homo sapiens), P34981 | TRHR cells, calcium flux fluo-8, FDSS agonist mode | activation, % at 2 µM | actives 0.18% (n = 360,000) | AID 493084, 2011; in the data active = activation above about 30%; note: 0% is about no effect
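In this calcium-flux screen, cells bearing human TRHR are dye-loaded with fluo-8, baselined for 10 cycles, then exposed to library compounds; positive kinetic calcium responses during the agonist phase mark hits, with TRH as control.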
Anesthetic bind – qHTS Assay for Identification of Novel General Anesthetics | AID 485281, 2010 | Potency, µM (titrated, usually from 77.5 µM), without a hit: at the highest dose activity change, negative = displacement, usual class: inhibitors | apoferritin/1-aminoanthracene competitive binding, fluorescence | Ferritin light chain (Equus caballus), P02791 | actives 0.074% (n = 350,000); note: potency is the fitted concentration of half-maximal effect; % is set by controls: 0 for no effect and ±100 for the full control effect; nearly all actives have a fitted effect of over 20% in size
Target sequence (P02791 2-175 limits assumed): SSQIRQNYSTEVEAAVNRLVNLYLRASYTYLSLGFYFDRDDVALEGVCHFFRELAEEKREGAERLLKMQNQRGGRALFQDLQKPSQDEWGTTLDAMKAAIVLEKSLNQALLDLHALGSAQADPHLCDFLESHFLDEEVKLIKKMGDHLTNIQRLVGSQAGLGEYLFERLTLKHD
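In PBS, apoferritin at 10 uM is loaded with 1-AMA from a 50% saturated solution. After 10 min of compound exposure at ambient temperature, reduced 535 nm fluorescence indicates probe displacement.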
RXFP1 antag – qHTS Assay for Antagonists of the Relaxin Receptor RXFP1. actives 0.59% (n = 350,000). activity change, negative = inhibition, % at 57.5 µM. HEK293-RXFP1, relaxin-stimulated cAMP HTRF, 30 min; hits give low values;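 active = activity change of -60% or lower, but not beyond a set lower limit; inconclusive = change between -60% and -40%, or beyond the set limit; inactive = change above -40%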; note: % is set by controls: 0 for no effect and ±100 for the full control effect
D1 ag – Allosteric Agonists of the Human D1 Dopamine Receptor: qHTS. D(1A) dopamine receptor (Homo sapiens), P21728. AID 504660, 2011. activation, % at 2 µM. HEK293 T-REx D1 cells, calcium flux, agonist mode. actives 1% (n = 360,000); in the data active = activation above about 30%; note: 0% is about no effect
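Tetracycline-induced HEK293 TREx D1 cells, force-coupled to calcium signalling, were dye-loaded with a no-wash calcium kit. Compound was pin-added after a 10 s baseline. Fluorescence was read kinetically at 1 cycle/s for 180 s, with calcium rises flagged as agonism.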
D1 antagonist – Antagonist of Human D 1 Dopamine Receptor: qHTS; D(1A) dopamine receptor (Homo sapiens), P21728; HEK293 TREx D1 cells, calcium flux, dopamine EC80; hits give low values; activity change, negative = inhibition, % at 10 µM; actives 3.2% (n = 360,000); in the data active = activity change below about -30%; note: % is set by controls: 0 for no effect and ±100 for the full control effect
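Tetracycline-induced HEK293 T-REx cells with force-coupled D1 receptor were loaded with a no-wash calcium dye. Compound was added after a 10 s baseline and read kinetically for 180 s; EC80 dopamine was then added and calcium flux followed another 180 s.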
D2 PAM – HTS Assay for Positive Allosteric Modulators of the Human D2 Dopamine Receptor: Primary Screen for Potentiators | actives 0.34% (n = 340,000) | HEK293 T-REx D2, calcium flux, EC20 dopamine potentiation | potentiation, % at 10 µM;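 active = potentiation over 3 SD above the plate norm, cut at about 30% in these data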; note: 0% is about no effect
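Cells plated with tetracycline inducer and held overnight at 30 C; calcium dye loaded 30–90 min at room temperature; baseline taken, compound added and read 180 s; EC20 dopamine then added and read 180 s.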
D1 potentiator – Potentiators of Human D1 Dopamine Receptor: qHTS. actives 0.036% (n = 360,000). HEK293 TREx D1 cells, calcium flux, dopamine EC20 potentiation. potentiation, % at 10 µM. AID 504651, 2011; in the data active = potentiation above about 30%; note: 0% is about no effect
* marks the source's active call; other numbers are inactive results; u = inconclusive; x = no result given; & = joins results of further samples; [ ] = dose if it differs, or a comment. Unless noted, calls come from the whole dose curve; as a rule, active = well fitted curve in the direction sought with a large enough effect; inconclusive = small, poorly fitted or top-dose-only effect, or another doubt; inactive = no such curve, though single readings can be large; an effect the other way counts as inactive or inconclusive.

Compound,RXFP1 agonist,TRHR enhancer,TRHR agonist,Anesthetic bind,RXFP1 antag,D1 ag,D1 antagonist,D2 PAM,D1 potentiator
CCn1c(C(=O)N2CCC(C(=O)NCc3ccc(OC)cc3)CC2)cc2sccc21,5.0%,3,-0.6,-17%,12,4,1,x,-5
Cn1cccc1C(=O)OCC(=O)N1CC(=O)Nc2ccccc21,0.5%,-1,0.2,-7%,-11,2,0,2,-3
COc1ccccc1N1CCN(CC(=O)NC(=O)NCc2ccco2)CC1,-4.0%,1,-1.8,1%,x,-1,-2,-2,-1
COc1ccc2[nH]cc(C(=O)CN3CCC(C)CC3)c2c1,0.1%,10,-0.8,-18%,11,7,19,25,7
O=C(OCCCOC(=O)c1ccc([N+](=O)[O-])o1)c1ccc([N+](=O)[O-])o1,0.0%,-4,0.0,x,-6,-1,-7,0,-5
CCOc1cc(-c2c(C)c(CC)nc(N)c2C#N)ccc1O,1.2%,5,-0.2,-5%,-10,2,-15,-11,-4
O=C(NC1CCCCC1)c1ccc(Cn2cc(Cl)cn2)cc1,-0.6%,2,-0.6,-6%,0,3,7,-5,-3
O=C(Cc1ccc(Cl)cc1)Nc1ccc(Br)cc1,-0.9%,2,-0.5,-3%,-39,8,-19,-22,-6
CCN(CC)CCCNC(=O)CN1N=C(c2ccc(OC)cc2)CCC1=O,3.3%&0.4%,-3&-5,0.6&0.6,-3%&-8%,-4&-2,3&-1,-3&-11,10&-15,6&-2
CC(C)CN(C(=O)c1ccc2c(c1)OCCO2)c1c(N)n(Cc2ccccc2)c(=O)[nH]c1=O,-0.3%,-5,1.3,x,-9,-1,18,9,2
Cc1ccc(SCCc2ccc(C)nc2)cc1,4.0%,5,-0.4,5%,x,1,4,8,-5
O=C(NCCCn1ccnc1)Nc1cccc(Cl)c1,0.3%,-5,0.8,5%,8,4,-1,-9,1
CCOc1ccc(NC(=O)NNC(=O)c2ccc(CC)s2)cc1,1.5%,0,0.4,-1%,8,0,1,-1,-1
CC1CCCCC1NS(=O)(=O)c1ccc(-n2cnnn2)cc1 (configuration not stated),1.2%,12,-0.1,-14%,16,3,-23,-2,-11
CCOc1cnc(-c2c(-c3c(F)cccc3Cl)noc2C)o1,0.4%,-3,-2.9,-10%,11,3,-4,0,1
COc1ccc(S(=O)(=O)NC(C)C)cc1C(=O)NC1CCCCC1,0.0%,3,0.0,-5%,5,2,-7,x,-4
COc1ccc(C(=O)NC(C)Cc2cnccn2)cc1OC1CCN(C(C)C)CC1 (configuration not stated),-0.3%,4,0.3,-5%,-4,0,8,-4,-3
CCn1c(SCC(=O)Nc2ccc3c(c2)OCCO3)nc2c(c1=O)SC(C)C2 (configuration not stated),1.1%,3,-1.2,-14%,x,0,-13,1,-2
O=C(O)CCC(=O)Nc1cccc(C(=O)Nc2cccc(Cl)c2)c1,0.2%,0,0.8,-7%,11,1,6,-3,1
Clc1ccc2nc(CN3CCCCC3)cn2c1,0.1%,3,0.6,-4%,-5,-1,11,-25,-2
S=c1[nH]nc(-c2cccnc2)n1/N=C/C=C/c1ccccc1,2.8%,0,0.2,-10%,9,-1,0,6,-8
Cc1cccc(N2CCN(C(=O)CS(=O)(=O)Cc3nc(-c4ccccc4C)oc3C)CC2C)c1 (configuration not stated),1.7%,-7,-0.3,-4%,x,2,2,13,-5
Cc1cc(=O)n2nc(N3CCCC(C(=O)NCc4ccccc4Cl)C3)sc2n1 (configuration not stated),7.7%,2,-0.9,-8%,-2,3,-21,2,-1
COc1ccc(C(=O)Nc2ccc(N3CCN(C)CC3)cc2)cc1OC,-5.7%,1,0.3,-9%,-28,2,-3,x,3
Cc1ccc(C(=O)O)cc1N1C(=O)c2cccc3cc(Br)cc(c23)C1=O,21%,-3,0.0,-10%,-1,2,3,x,7
Cc1ccc(Cn2ccn(CC(=O)Nc3c(C)cc(C)cc3C)c(=O)c2=O)cc1,-0.4%,-9,-0.4,-7%,5,-1,-19,6,0
COc1ccc(Cl)cc1NC(=O)CN(C)C(=O)c1ccc2c(c1)OCCO2,-0.3%,-1,0.0,x,-2,8,32,-14,-4
Cc1cc(C)c2c(CC(=O)N3CCN(c4cccc(Cl)c4)CC3)coc2c1,0.2%,0,0.7,60%[activator],-33,4,34,1,0
CCN(CC)C(=O)C1CCCN(Cc2ccc(F)c(F)c2)C1 (configuration not stated),-0.9%,-2,0.9,-7%,0,2,-4,-5,0
O=C(CSc1nnc2[nH]c(=O)cc(-c3ccccc3)n12)Nc1cc(C(F)(F)F)ccc1Cl,4.6%,-9,0.1,-7%,-1,2,x,13,-2
O=c1[nH]c2ccccc2c(O)c1-c1cc2ccccc2oc1=O,5.0%,-6,-0.3,-3%,x,3,10,6,-5
COc1ccc(Cn2c(SCC(N)=O)nc3c(sc4ccccc43)c2=O)cc1,9.6%,21,0.4,0%,x,4,3,-4,-1
CN(C(=O)COC(=O)c1cccc(S(=O)(=O)N2CCCCC2)c1)C1CCS(=O)(=O)C1 (configuration not stated),-0.5%,0,-0.8,x,13,-2,0,9,-4
O=C(CCc1nc(-c2ccccc2F)no1)NC1CCCCCC1,0.2%,3,0.5,u,-12,7,2,-4,4
CCn1cc2nc(SCC(=O)Nc3ccc(F)cc3F)n(Cc3ccccc3)c(=O)c2n1,2.2%,10,-0.7,-17%,10,9,-10,9,-3
O=c1[nH]c(=O)n(C2OC(CO)C(O)C2O)cc1Br (configuration not stated),3.6%,0,0.8,2%,10,2,-4,-9,-5
Cc1ccc(NC(=O)CNCc2ccccn2)cc1S(=O)(=O)N(C)C,0.5%,4,-0.6,-3%,7,3,-15,-12,-1
Cc1ccc(S(=O)(=O)c2ncccc2N)cc1,2.0%,3,0.0,-2%,7,6,-13,7,-7
O=C(Nc1nccs1)c1sc2cc(Cl)ccc2c1Cl,7.4%,8,-0.4,-3%,-32,5,-15,-10,-1
Cc1ccc2nc(COc3ccccc3NC(=O)COc3ccccc3Cl)cc(=O)n2c1,1.1%,5,0.7,52%[activator],3,1,-5,-6,-2
CC(C)CCN1CC(C(=O)NCCC2=CCCCC2)CC1=O (configuration not stated),2.7%,0,-0.1,-15%,6,1,8,14,10
Cc1ccc(OC(=O)CSc2nnc(-c3cccs3)o2)cc1,0.0%,-4,-0.2,-5%,-1,1,-6,2,-3
COc1cc(NC(=O)CCN2C(=O)NC3(CCCC3)C2=O)c(OC)cc1Cl,0.4%,3,-0.3,x,-2,0,-12,-8,-5
NS(=O)(=O)c1ccc(NC(=O)COC(=O)CN2C(=O)C3CC=CCC3C2=O)cc1 (configuration not stated),0.1%,5,1.0,x,1,1,-14,-2,-7
CC(C(=O)Nc1ccc(C#N)cc1)N(C)CC(=O)Nc1ccccc1Br (configuration not stated),3.1%,-6,1.0,-4%,7,5,-19,x,-6
Cc1ccc(S(=O)(=O)NC2CC2)cc1,1.5%,1,-0.2,-7%,6,2,3,7,-6
CSc1nnc(C)c(=O)n1COC(=O)COc1ccc(Cl)cc1Cl,-1.0%,3,-0.2,-8%,2,5,-5,-4,-5
CCOc1nc(-c2ccc(Cl)cc2)nc2ccccc12,14%,-4,0.6,-8%,-2,4,14,5,-3
Cc1cccc(NC(=O)CN2C(=O)CCc3ccccc32)c1C,-2.6%,5,0.1,17%,3,8,2,2,-2
S=c1[nH]ccn1Cc1ccccc1,-0.1%,-6,-0.7,-5%,-9,1,-6,-2,-7

A second format for part of the listing above:
Fields: RXFP1 agonist | TRHR enhancer | TRHR agonist | Anesthetic bind | RXFP1 antag | D1 ag | D1 antagonist | D2 PAM | D1 potentiator
CSc1nnc(C)c(=O)n1COC(=O)COc1ccc(Cl)cc1Cl
 : -1.0% | 3 | -0.2 | -8% | 2 | 5 | -5 | -4 | -5
CCOc1nc(-c2ccc(Cl)cc2)nc2ccccc12
 : 14% | -4 | 0.6 | -8% | -2 | 4 | 14 | 5 | -3

(further entries)
Compound,RXFP1 agonist,TRHR enhancer,TRHR agonist,Anesthetic bind,RXFP1 antag,D1 ag,D1 antagonist,D2 PAM,D1 potentiator
CCOc1ccc(N2CCCCn3c2nc2c3c(=O)[nH]c(=O)n2C)cc1,2.6%,1,0.3,-15%,x,1,20,9,-4
Cn1cccc1-c1nc2ccc(NC(=O)c3ccc([N+](=O)[O-])cc3)cc2[nH]1,-0.3%,-8,0.2,-18%,-14,0,-1,-8,1
C=CCn1c(SCc2nc3ccccc3nc2C)nnc1-c1ccoc1C,3.4%,8,0.2,-16%,5,9,-6,5,-2
Cc1c(C(=O)N2CC(C)OC(C)C2)sc2nc(-c3ccccc3)cn12 (configuration not stated),0.8%,-4,0.0,-6%,x,5,-32*,2,-9
O=C(O)/C(=C\c1ccc(F)cc1)c1ccc(-c2ccccc2)cc1,-0.2%,-15,-0.8,-6%,-25,13,0,-3,3
COC(=O)c1ccc(CSc2nncn2C)cc1,-0.2%,2,0.4,-11%,7,0,-3,-11,0
CCOC(=O)c1c(CN2CCN(CCO)CC2)n(-c2ccccc2)c2cc(Br)c(O)cc12,1.1%,3,2.9,5%,-1,24,-13,-25,-3
Cc1ccc(OCC(=O)NC(=S)Nc2ccc(Br)cn2)cc1C,5.9%,-4,0.1,-4%,21,-1,1,-1,-3
[N-]=[N+]=CC(=O)C(Cc1ccccc1)N1C(=O)c2ccccc2C1=O (configuration not stated),2.8%,-3,0.8,-15%,1,2,-13,3,0
Cn1cc(S(=O)(=O)NCc2ccc3c(c2)OCO3)c(C(F)(F)F)n1,-0.7%,-3,0.6,-2%,1,1,8,0,8
COc1ccccc1-c1cc(C(=O)N/N=C/c2ccc(C)o2)c2ccccc2n1,1.2%,2,0.0,-11%,-11,2,-3,-38,-5

An excerpt (hit frequency here may not be typical).
